TexasRed fluor: Texas Red fluorescence interference in TRb-SRC2 counter-screen | TRb/SRC2 Texas Red total fluorescence interference | Potency, µM (highest dose often 106 µM), for inactives: top-dose fluorescence change, negative = quenching | hit rate 0.29% among 280,000 | AID 1479; active means well fitted curve in either direction with a large enough effect; inconclusive means small, poorly fitted or top-dose-only effect; further: on the % scale 0 is the no-effect control and ±100 the full control effect
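Human TRβ ligand-binding domain (0.6 uM) and Texas Red SRC2 peptide (20 nM) in Tris buffer with 1 uM T3 and 5% DMSO were incubated with pinned compound for 5 hr at ambient temperature. Total fluorescence was computed as S + 2P (555/632 nm).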
GoLoco inh red: blocks human Gai1 binding to RGS12 GoLoco peptide, red readout. P63096. Gai1:RGS12 GoLoco peptide FP, rhodamine, 10 min. Potency, µM (titrated, usually from 61.6 µM), for inactives: at the highest dose activity, negative = inhibition, most hits filed as inhibitors. hit rate 0.44% among 230,000. AID 880; active means well fitted inhibition curve with a large enough effect, not every such curve was filed as active; inactive means no such curve, though single readings can be large or run the other way; further: on the % scale 0 is the no-effect control and ±100 the full control effect; nearly all actives have a fitted effect of over 30% in size; many of its hits are not listed in these tables
Lamin A splicing: LMNA splicing modulation. Potency, µM (doses to about 46.1 µM), for the others: top-dose ratio change, negative = inhibition, actives largely listed as inhibitors. HeLa LMNA splicing GFP/RFP minigene ratio, 48 h. hit rate 0.01% among 200,000; active means well fitted inhibition curve with a large enough effect in the signal ratio, with a control signal flat, not every such curve was filed as active; inconclusive means small, poorly fitted or top-dose-only effect, or effect the other way, or a change in a side signal; the % refers to the signal ratio; further: on the % scale 0 is the no-effect control and ±100 the full control effect
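S3 HeLa cells stably expressing lamin A-EGFP splicing minigene plus DsRed2, 600 cells/well, 48 h compound exposure at 37C. Laser-scanning cytometry; analysed as GFP (500-530 nm)/RFP (575-640 nm) total intensity ratio; 0.5% DMSO vehicle.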
ALDH1A1 inh: inhibitors of human aldehyde dehydrogenase 1A1; hit rate 7.3% among 220,000; Purified ALDH1A1, NADH fluorescence, propionaldehyde substrate; Potency, µM (titrated, usually from 75.3 µM), without a hit: at the highest dose activity, negative = inhibition, usual class: inhibitors; P00352; active means well fitted inhibition curve with a large enough effect, not every such curve was filed as active; inconclusive means small, poorly fitted or top-dose-only effect, or another doubt; inactive means no such curve, though single readings can be large or run the other way;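 further: plate controls were no enzyme wells and a reference inhibitor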
RECQ1 inh: blocks DNA unwinding by human RECQ1. Potency, µM (doses to about 57.3 µM), for inactives: at the highest dose activity, negative = inhibition, hits mostly inhibitors. hit rate 0.54% among 240,000. RECQ1 DNA unwinding, red fluorescence kinetic read;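 further: plate controls were vehicle for no effect and no enzyme for full effect; nearly all actives have a fitted effect of over 30% in size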
Target sequence (P46063 whole entry, looked up): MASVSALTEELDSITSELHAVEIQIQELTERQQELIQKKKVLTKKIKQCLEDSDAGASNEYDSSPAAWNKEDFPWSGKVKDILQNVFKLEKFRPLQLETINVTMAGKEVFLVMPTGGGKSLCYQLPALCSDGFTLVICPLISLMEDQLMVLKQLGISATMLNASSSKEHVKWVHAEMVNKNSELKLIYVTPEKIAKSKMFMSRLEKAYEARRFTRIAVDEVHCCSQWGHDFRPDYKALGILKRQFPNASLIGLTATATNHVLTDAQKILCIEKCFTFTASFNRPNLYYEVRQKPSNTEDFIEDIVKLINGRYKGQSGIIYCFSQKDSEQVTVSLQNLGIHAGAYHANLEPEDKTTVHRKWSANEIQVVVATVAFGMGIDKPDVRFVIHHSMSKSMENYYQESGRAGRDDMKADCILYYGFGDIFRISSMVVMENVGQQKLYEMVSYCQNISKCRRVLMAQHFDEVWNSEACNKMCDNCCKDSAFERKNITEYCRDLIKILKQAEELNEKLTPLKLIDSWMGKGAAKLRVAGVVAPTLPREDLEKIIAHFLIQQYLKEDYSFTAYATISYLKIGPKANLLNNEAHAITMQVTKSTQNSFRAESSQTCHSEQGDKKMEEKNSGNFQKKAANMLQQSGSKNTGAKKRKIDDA
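50 nM RECQ1T1 preincubated 15 min with compound in Tris pH 8.0 buffer with MgCl2, DTT, Tween-20 and 2.5 ug/ml poly(dI-dC); started with 200 nM TAMRA/BHQ-2 forked duplex and 2 mM ATP. Unwinding read as fluorescence (525/598 nm), two reads 2 h apart.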
TRb-SRC2 inh: TRbeta-SRC2 interaction inhibition. TRbeta-SRC2 peptide binding, fluorescence polarization; receptor liganded with 1 µM T3. P10828. AID 1469. Potency, µM (series often up to 106 µM), for the others: top-dose activity change, negative = inhibition, actives largely listed as inhibitors. hit rate 0.065% among 280,000;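 further: plate controls were bound peptide for no effect and peptide without receptor for full effect; nearly all actives have a fitted effect of over 50% in size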
Target sequence (P10828 whole entry, looked up): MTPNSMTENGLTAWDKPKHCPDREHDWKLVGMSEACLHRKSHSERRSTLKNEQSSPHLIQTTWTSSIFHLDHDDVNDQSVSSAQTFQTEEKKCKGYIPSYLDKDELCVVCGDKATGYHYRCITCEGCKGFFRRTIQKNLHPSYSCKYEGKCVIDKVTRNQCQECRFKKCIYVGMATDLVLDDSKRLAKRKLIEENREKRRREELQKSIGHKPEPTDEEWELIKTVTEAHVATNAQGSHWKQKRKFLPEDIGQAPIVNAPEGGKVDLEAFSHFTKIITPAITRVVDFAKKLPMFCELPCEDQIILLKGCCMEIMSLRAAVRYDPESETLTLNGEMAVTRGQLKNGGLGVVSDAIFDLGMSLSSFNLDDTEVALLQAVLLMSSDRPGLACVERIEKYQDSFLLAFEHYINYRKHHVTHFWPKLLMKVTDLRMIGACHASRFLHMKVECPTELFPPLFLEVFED
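Human TRb ligand-binding domain (0.6 uM) is mixed with 20 nM Texas Red SRC2 peptide and 1 uM T3; after compound addition and 5 hr at ambient temperature, polarization is measured and normalized to unbound and bound controls.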
SMN2 splice enh: increases expression of the SMN2 splice variant; HEK293 SMN2-luciferase splicing reporter, luminescence, 30-36 h; Potency, µM (highest dose often 46.1 µM), for inactives: at the highest dose activity change, positive = activation, hits mostly activators; hit rate 2.8% among 210,000; further: % of control where 0% means no effect; nearly all actives have a fitted effect of over 55% in size
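qHTS luciferase splicing reporter: luminescence rises when SMN2 exon 7 is included in transfected HEK293 cells. Compound exposure lasted 30-36 h at 37C, with 4.5 mM final sodium butyrate as control, followed by a ONE-Glo read.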
JMJD2E inh: blocks human JMJD2E demethylase activity. B2RXH2. hit rate 1.6% among 230,000. Potency, µM (series often up to 57.1 µM), inactives show at the highest dose activity change, negative = inhibition, most hits filed as inhibitors. JMJD2E catalytic domain, FDH-coupled NADH fluorescence (FDH is formaldehyde dehydrogenase); active means well fitted inhibition curve with a large enough effect, not every such curve was filed as active; inconclusive means small, poorly fitted or top-dose-only effect, or another doubt; inactive means no such curve, though single readings can be large or run the other way;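 further: 0% = wells with enzyme and -100% = buffer wells without enzyme; nearly all actives have a fitted effect of over 50% in size; many of its hits are not listed in these tables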
An asterisk follows results filed as active; i = inactive; ? = inconclusive; / = not tested or not shown; [ ] = another dose, or the depositor's remark. Unless noted, the call rests on the fitted dose curve; in most records, active means well fitted curve in the direction sought with a large enough effect; inconclusive means small, poorly fitted or top-dose-only effect, or another doubt; inactive means no such curve, though single readings can be large; an effect the other way counts as inactive or inconclusive. Potency means the concentration at half of the fitted maximal effect. An excerpt; rates above refer to the full screens.

Value order – TexasRed fluor, GoLoco inh red, Lamin A splicing, ALDH1A1 inh, RECQ1 inh, TRb-SRC2 inh, SMN2 splice enh, JMJD2E inh
Cc1nc(SCC(=O)Nc2ccc(F)cc2)c(C#N)c(C)c1CC(=O)c1ccc(Br)cc1
    -6%, 14%, 16%, 3%, -8%, 0%, -19%, 6%
Cc1ccc(-c2n[nH]c(=O)c3ccccc23)cc1S(=O)(=O)Nc1ccc(F)cc1
    -2%, -5%, /, /, -12%, 1%, /, 1%
CCOC(=O)C1CCCN(C(=O)CC(C)c2ccccc2)C1 (stereo not drawn)
    -2%, -28%, -5%, ?, -13%, 8%, ?, -6%
COc1ccc(CCN(Cc2cccs2)S(=O)(=O)c2ccc(S(=O)(=O)N3CCC(C)CC3)cc2)cc1OC
    1%, 2%, -7%, 12%, -2%, -1%, 2%[1.84 µM], 8%
COc1cc(OC)c2c(c1)C(=O)OC2
    -4%, -6%, 4%, -4%, i, 1%, 15%, -3%
COC(=O)c1ccc(Cl)c(NC(=O)c2cccc([N+](=O)[O-])c2C)c1
    -2%, 10%, ?, 7%, 3%, 2%, -1%, -3%
O=C(NCCc1ccccc1)C(=O)NCC1OCCN1S(=O)(=O)c1ccc([N+](=O)[O-])cc1 (stereo not drawn)
    2%, 2%, -3%[46 µM], ?, -15%, -1%, -24%, 0%
CC(C)(C)C1CCc2c(sc(NC(=O)c3ccco3)c2C(N)=O)C1 (stereo not drawn)
    -1%, 0%, -6%, ?, -2%, 5%, -60%[inhibitor], 2%
COc1c2ccoc2nc2c(OC)c(O[C@@H]3O[C@H](C)[C@@H](O)[C@@H](O)[C@H]3O)ccc12
    0%, 6%, /, ?, -6%, 6%, -5%, ?
O=C(NCCc1ccccc1)/C(=C/c1ccco1)c1ccccc1
    2%, 29%, ?, 22µM*, -4%, 3%, -8%, ?
Cc1ccc(S(=O)(=O)N2CCCC(C(=O)NNCC(=O)Nc3cc(F)ccc3F)C2)cc1 (stereo not drawn)
    2%, 10%, 1%[46 µM], ?, -2%, -2%, -2%, 0%
COc1ccc(NC(=O)CCC(=O)c2ccc(-c3ccccc3)cc2)cc1
    2%, 14%, -1%, 8%, -4%, 2%, 11%, -10%
O=C(Cc1ccc(Cl)cc1)Nc1ccc(N2CCN(C(=O)c3ccco3)CC2)c(Cl)c1
    -3%, -7%, ?, ?, -1%, 2%, -50%[inhibitor], 4%
COc1ccc(S(=O)(=O)NCc2ccc(C)cc2)cc1
    0%, 5%, -9%, ?, 3%, -3%, -28%, 1%
COC(=O)c1ccc(NC(=O)C(=O)c2cccn2C)cc1
    -2%, 0%, -9%[46 µM], 9%, -2%, -5%, 0.89µM*, -1%
CCOc1[nH]n(-c2ccccc2)c(=O)c1C=Nc1ccc(C)cc1
    -2%, 3%, ?, -3%, 0%, -4%, -4%, -4%
Fc1ccc(-n2c(-c3cccs3)nc3nc4ccccc4nc32)cc1
    4%, -1%, -12%, ?, 0%, 3%, -34%[inhibitor], ?
O=C(Cc1coc(-c2ccc(F)cc2)n1)Nc1ccccc1
    3%, -1%, ?, 14%, -9%, 3%, -14%, 2%
CCOC(=O)c1sc(NC(=O)CCN2C(=O)c3cccc([N+](=O)[O-])c3C2=O)c(C(=O)OCC)c1C
    1%, 2%, -10%, -8%, -10%, -12%, -2%, 2%
C/C=C/C=C\C(=O)Nc1cccc(C2=NOC3(C2)C[C@@H](C(N)=O)N(C(=O)/C(C)=C/C)C3)c1 (stereo partly drawn)
    -1%, -18%, /, /, -17%, -10%, /, -2%
CCOC(=O)c1sc(NC(=O)CSc2ccccn2)c(C#N)c1C
    0%, -4%, 2%, 25µM*, 8%, 9%, -21%, 4%
c1ccc(-c2nnc(SCc3nc4ccccc4[nH]3)n2Cc2ccco2)nc1
    2%, 8%, ?, 1%, -2%, -7%, -18%, 0%
CCOC(=O)C1CCN(C(=O)CNS(=O)(=O)c2cccs2)CC1
    0%, 5%, 1%, -3%, -1%, 3%, ?, 13%
O=C(COC(=O)c1cnccn1)c1ccc2c(c1)CCCC2
    -7%, 8%, 14%, 28µM*, 2%, 5%, 6%, -8%
O=C(CCCN1C(=O)c2ccccc2C1=O)Nc1cccnc1
    4%, 4%, 1%, -10%, 0%, -8%, 8%, -4%
COC/C=C/C1=CC2=CC(=O)C(C)(OC(=O)c3cnc4ccccc4n3)C(=O)C2=CN1CCOC (stereo not drawn)
    -1%[11.2 µM], -7%[14.2 µM], ?, 4%[13.5 µM], i[11.5 µM], -1%[11.2 µM], 3%[9.22 µM], -2%[11.4 µM]
COC(CNC(=O)C1CCCCC1C(=O)O)OC (stereo not drawn)
    1%, -8%, 2%, 5%, -3%, 3%, 4%, -1%
Cc1oc(-c2ccccc2)cc1C(=O)Nc1cccc2ccccc12
    2%, 117%[activator], ?, ?, -3%, 7%, -4%, 10%
Cc1cc(C(=O)COc2cccnc2[N+](=O)[O-])c(C)n1Cc1ccco1
    -6%, -15%, ?, ?, i, -5%, -19%, -4%
Cc1ccc(NCc2nnc3n2CCCCC3)cc1
    -14%, -11%, 4%, -10%, 8%, -6%, 14%, ?
Clc1cccc(N2CCN(CCNc3nc4ccccc4n4cnnc34)CC2)c1
    0%, 6%, -8%, -7%, 2%, -3%, -44%[inhibitor], 14%
Cc1ccccc1OCC(=O)NNC(=O)CN1C(=O)c2ccccc2C1=O
    9%, 1%, -14%, 11%, -6%, 11%, 5%, 9%
CC(=O)NC(NC(C)=O)c1ccc(Br)cc1
    1%, 11%, 4%, 9%, -16%, -3%, -10%, 3%
O=[N+]([O-])c1cc(S(=O)(=O)C(F)(F)F)ccc1Sc1nc2ccccc2[nH]1
    -2%, 10%, ?, 8%, -19%, -14%, 16%, 8%
Cc1ccc(NC(=O)CN(C)C(=O)CCC(=O)c2cccs2)cc1
    6%, 7%, -11%, -10%, -8%, 2%, -7%, 4%
CCn1c(SCC(=O)Nc2cccc(OC)c2)nnc1-c1ccc(Cl)cc1
    0%, 11%, -6%, 9%, -1%, -3%, 7%, -15%
CC1=CC(C2CC(=O)N(c3ccc(C)cc3)C2=O)CC2C(=O)N(c3ccc(C)cc3)C(=O)C12 (stereo not drawn)
    -3%, 1%, ?, ?, -8%, 0%, /, -6%
COc1cc(C(=O)Nc2ccc(C(=O)O)cc2)ccc1OC(C)=O
    1%, 3%, /, 0%, -5%, -7%, 3%, -13%
CCCOc1cccc(C(=O)NC(=S)Nc2cccc(NC(=O)c3ccccc3Cl)c2)c1
    2%, 0%, -6%, 13µM*, -14%, -2%, -18%, 12%
CC(OC(=O)Cc1coc2cc3c(cc12)CCC3)C(=O)NCc1ccc2c(c1)OCO2 (stereo not drawn)
    -4%, -3%, -1%, 9%, -7%, -9%, -11%, 3%

For convenience, part of the list above.
Value order – TexasRed fluor, GoLoco inh red, Lamin A splicing, ALDH1A1 inh, RECQ1 inh, TRb-SRC2 inh, SMN2 splice enh, JMJD2E inh
O=[N+]([O-])c1cc(S(=O)(=O)C(F)(F)F)ccc1Sc1nc2ccccc2[nH]1
    -2%, 10%, ?, 8%, -19%, -14%, 16%, 8%
Cc1ccc(NC(=O)CN(C)C(=O)CCC(=O)c2cccs2)cc1
    6%, 7%, -11%, -10%, -8%, 2%, -7%, 4%
CCn1c(SCC(=O)Nc2cccc(OC)c2)nnc1-c1ccc(Cl)cc1
    0%, 11%, -6%, 9%, -1%, -3%, 7%, -15%
CC1=CC(C2CC(=O)N(c3ccc(C)cc3)C2=O)CC2C(=O)N(c3ccc(C)cc3)C(=O)C12 (stereo not drawn)
    -3%, 1%, ?, ?, -8%, 0%, /, -6%
COc1cc(C(=O)Nc2ccc(C(=O)O)cc2)ccc1OC(C)=O
    1%, 3%, /, 0%, -5%, -7%, 3%, -13%

Further results:
Value order – TexasRed fluor, GoLoco inh red, Lamin A splicing, ALDH1A1 inh, RECQ1 inh, TRb-SRC2 inh, SMN2 splice enh, JMJD2E inh
CCOC(=O)c1ccc(NC(=O)c2nc[nH]c2C(=O)N[C@H](C)c2ccccc2)cc1
    -3%, 2%, /, /, i, 1%, /, 102%[activator]
CCC(C)NC(=O)c1ccccc1SC (stereo not drawn)
    0%, 6%, 1%[46 µM], 10%, i, 4%, 6%, 3%
Cc1cccc(-n2cnc3sc(C)c(C)c3c2=O)c1
    0%, 1%, /, /, 16%, -1%, /, 4%
O=C(Nc1nccs1)c1cc(-c2ccncc2)nc2ccccc12
    -2%, -1%, /, 7%, 8%, 5%, -3%, -19%
CCc1cccc(NC(=O)NC(=O)Cn2nnc(C(=O)OC)c2C(=O)OC)c1
    0%, -13%, -1%, 4%, 5%, -5%, 9%, -2%
Cc1noc(NS(=O)(=O)c2ccc(N/C=C\C(=O)c3cccc4ccccc34)cc2)c1C
    -7%, 14%, /, 4µM*, -24%, -2%, -15%, -12%
Cc1cccc(C)c1NC(=O)Nc1ccc2c(c1)OCO2
    -2%, 0%, /, 3%, -1%, -6%, -35%, 1%
CC(C)(C)S(=O)(=O)c1ccc(S(=O)(=O)C(C)(C)C)s1
    -4%, -5%, -6%, 7%, i, -4%, -9%, 0%
O=C(CN1CCOCC1)Nc1ccccc1NC(=O)C1CCN(c2ncccn2)CC1
    -3%, 9%, -10%, -5%, i, -12%, 14%, ?
O=C(CCn1c2c(c3ccccc31)CCCC2)NNC(=O)c1ccccc1Cl
    2%, -5%, -12%, 26%, -7%, 3%, -1%, -14%
CCCC(C)NC(=O)/C=C/c1cccc([N+](=O)[O-])c1 (stereo not drawn)
    0%, 0%, -7%, ?, -3%, 0%, 7%, 8%

Three structures from above, ordered by molecular weight, lowest first:
Value order – TexasRed fluor, GoLoco inh red, Lamin A splicing, ALDH1A1 inh, RECQ1 inh, TRb-SRC2 inh, SMN2 splice enh, JMJD2E inh
Cc1cccc(-n2cnc3sc(C)c(C)c3c2=O)c1
    0%, 1%, /, /, 16%, -1%, /, 4%
Cc1cccc(C)c1NC(=O)Nc1ccc2c(c1)OCO2
    -2%, 0%, /, 3%, -1%, -6%, -35%, 1%
CCc1cccc(NC(=O)NC(=O)Cn2nnc(C(=O)OC)c2C(=O)OC)c1
    0%, -13%, -1%, 4%, 5%, -5%, 9%, -2%
